# From PubChem BioAssay
# Tb PGK inh: blocks T. brucei phosphoglycerate kinase. P07378. PGK/GAPDH coupled, Kinase-Glo luminescence, 60 min. Potency, µM (highest dose often 57.5 µM), for inactives: top-dose activity change, negative = inhibition, usual class: inhibitors. AID 602233. 380,000 compounds, 0.043% hits; note: potency is the fitted concentration of half-maximal effect; % is set by controls: 0 for no effect and ±100 for the full control effect; nearly all actives have a fitted effect of over 60% in size
#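 Luminescent ATP detection (Kinase-Glo Plus) follows a 60-minute room-temperature incubation, with wells lacking PGK as controls. Buffer: 100 mM TEA (pH 7.6), 5 mM MgCl2, 0.01% Tween-20. Coupling enzyme GAPDH (100 nM final) supplies unstable 1,3-BPG in-well.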
# TrxR1 substrate: rat thioredoxin reductase 1 substrate activity. O89049. purified TrxR1 substrate turnover, NADPH consumption readout. Potency, µM (highest dose often 114 µM), for inactives: at the top dose activity change, negative = substrate turnover. 390,000 compounds, 0.01% hits. AID 588456; note: potency is the fitted concentration of half-maximal effect; % is set by controls: 0 for no effect and ±100 for the full control effect; nearly all actives have a fitted effect of over 50% in size
# Target sequence (O89049 whole entry, looked up): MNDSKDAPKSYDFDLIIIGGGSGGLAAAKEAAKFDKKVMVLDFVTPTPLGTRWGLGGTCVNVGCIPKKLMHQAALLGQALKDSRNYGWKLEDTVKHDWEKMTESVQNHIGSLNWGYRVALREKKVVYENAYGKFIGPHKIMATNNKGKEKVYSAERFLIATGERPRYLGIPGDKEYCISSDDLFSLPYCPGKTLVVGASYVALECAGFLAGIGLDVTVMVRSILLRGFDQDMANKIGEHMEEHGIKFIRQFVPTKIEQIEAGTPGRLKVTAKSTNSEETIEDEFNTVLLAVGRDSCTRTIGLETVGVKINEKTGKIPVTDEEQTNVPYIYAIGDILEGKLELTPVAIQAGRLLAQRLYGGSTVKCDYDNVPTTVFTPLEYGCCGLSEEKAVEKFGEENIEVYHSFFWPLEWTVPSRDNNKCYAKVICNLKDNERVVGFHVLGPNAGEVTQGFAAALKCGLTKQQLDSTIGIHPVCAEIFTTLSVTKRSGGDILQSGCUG
#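 Rat TrxR1, dispensed at 90 nM, was prereduced with 400 uM NADPH (final) for 5 min at ~22 deg C, then incubated with compound 15 min before 400 uM selenite. A first-read NADPH fluorescence drop versus no-compound background flagged substrates.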
# GLS inhibitor: blocks human kidney-isoform glutaminase activity; O94925; GLS enzymatic activity, qHTS titration; Potency, µM (doses to about 45.5 µM), inactives show top-dose activity change, negative = inhibition, most hits filed as inhibitors; 410,000 compounds, 0.21% hits; note: potency is the fitted concentration of half-maximal effect; % is set by controls: 0 for no effect and ±100 for the full control effect
#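 hKGA in 45 mM KH2PO4 pH 8.2, 0.02% Tween-20 with pin-transferred compounds; 1 mM L-glutamine (stock) plus glutamate oxidase/HRP/Amplex Red coupling added. Fluorescence read initially and after 30 min at RT.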
# HP1b chromo inh: blocks HP1-beta chromodomain binding to methylated histone tails; AlphaScreen HP1-beta / biotin-H3K9me3 peptide binding; Potency, µM (top dose mostly 114 µM), for the others: at the highest dose activity change, negative = inhibition, hits mostly inhibitors; 390,000 compounds, 0.56% hits; note: potency is the fitted concentration of half-maximal effect; nearly all actives have a fitted effect of over 70% in size; inactives centre near 23
#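 HP1-beta protein (50 nM final) preincubated 30 min at room temperature with biotinylated H3(1-18)K9me3 peptide (50 nM) in PBS pH 7.4, 0.01% Tween-20, then compound added for 30 min. AlphaScreen streptavidin donor/nickel chelate acceptor beads (10 ug/mL final), 30 min dark, luminescence read.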
# IDH1 R132H inh: inhibitors of human mutant IDH1 R132H. O75874. IDH1-R132H enzyme, NADPH consumption, diaphorase/resazurin fluorescence. Potency, µM (top dose mostly 76.6 µM), inactives show top-dose activity change, negative = inhibition, actives largely listed as inhibitors. 390,000 compounds, 0.093% hits; note: potency is the fitted concentration of half-maximal effect; % is set by controls: 0 for no effect and ±100 for the full control effect; nearly all actives have a fitted effect of over 65% in size
#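 IDH1-R132H (0.5 ug/mL dispensed) in pH 7.5 Tris buffer was preincubated 30 min with compound, then given a substrate mix of 0.016 mM NADPH and 2 mM alpha-KG for 80 min at room temperature; remaining NADPH was read by diaphorase/resazurin fluorescence.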
# Pin1 inh: human Pin1 inhibition; Pin1 FP peptide displacement, HiFluor488, 10 min; Potency, µM (series often up to 115 µM), without a hit: at the top dose activity, negative = inhibition, hits mostly inhibitors; 390,000 compounds, 0.009% hits; AID 504891; active = well fitted inhibition curve with a large enough effect in the polarisation, with a control signal flat, not every such curve was filed as active; inconclusive = small, poorly fitted or top-dose-only effect, or effect the other way, or a change in a side signal; inactive = no such curve, though single readings can be large or run the other way; the % refers to the polarisation; note: potency is the fitted concentration of half-maximal effect; % is set by controls: 0 for no effect and ±100 for the full control effect
# PI4K2A inh: inhibitors of human PI4K2A; Q9BTU6; purified PI4K2A, ADP-Glo luminescence, 1 h; hits give low values; activity change, negative = inhibition, % at 76.9 µM; 420,000 compounds, 0.13% hits; in the data active = activity change below about -50%; inconclusive = mostly about -30% to -49%;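 note: -100% = wells without enzyme as full effect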
# Target sequence (Q9BTU6 whole entry, looked up): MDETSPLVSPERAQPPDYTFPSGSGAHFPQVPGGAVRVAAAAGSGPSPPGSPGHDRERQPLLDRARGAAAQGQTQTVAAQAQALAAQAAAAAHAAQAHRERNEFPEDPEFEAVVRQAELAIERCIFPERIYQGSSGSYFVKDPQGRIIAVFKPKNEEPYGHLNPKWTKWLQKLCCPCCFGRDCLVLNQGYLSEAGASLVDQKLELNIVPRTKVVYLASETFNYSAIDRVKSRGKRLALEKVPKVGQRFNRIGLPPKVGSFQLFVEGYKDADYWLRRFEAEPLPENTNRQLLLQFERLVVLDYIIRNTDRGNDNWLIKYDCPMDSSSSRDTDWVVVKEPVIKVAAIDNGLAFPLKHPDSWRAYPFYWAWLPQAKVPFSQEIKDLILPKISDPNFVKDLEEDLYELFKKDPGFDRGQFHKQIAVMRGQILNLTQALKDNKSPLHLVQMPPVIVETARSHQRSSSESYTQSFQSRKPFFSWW
#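 Compounds are screened against recombinant PI4K2A using PI as substrate and ATP, the latter dispensed at 300 microM. Reactions run one hour at ambient temperature before ADP-Glo detection; full inhibition defined by wells lacking enzyme.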
# rTrxR1 inhibitor: inhibitors of rat thioredoxin reductase 1; O89049; recombinant rTrxR1, NADPH fluorescence consumption, selenite substrate; Potency, µM (top dose mostly 114 µM), without a hit: at the top dose activity change, negative = inhibition, actives largely listed as inhibitors; 390,000 compounds, 1% hits; note: potency is the fitted concentration of half-maximal effect; % is set by controls: 0 for no effect and ±100 for the full control effect; nearly all actives have a fitted effect of over 65% in size
#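 Rat TrxR1 (90 nM in the dispensed reagent) was pre-reduced with 400 uM NADPH for 5 min at room temperature, then incubated with compound for 15 min. After 400 uM selenite was added, NADPH fluorescence (Ex 340/Em 450 nm) was followed for 8 min.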
# USP1 inh: blocks the human USP1/UAF1 deubiquitinase complex; O94782; recombinant USP1/UAF1, Ub-Rhodamine cleavage fluorescence; Potency, µM (titrated, usually from 57.1 µM), for inactives: at the highest dose activity change, negative = inhibition, hits mostly inhibitors; 390,000 compounds, 0.23% hits; AID 743255; note: potency is the fitted concentration of half-maximal effect; % is set by controls: 0 for no effect and ±100 for the full control effect; nearly all actives have a fitted effect of over 60% in size; inactives centre near -12
#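 USP1/UAF1 complex at 1 nM was preincubated with compound for 15 min at room temperature, then Ub-Rho substrate (150nM final) was added. Fluorescence (480/540 nm) was read kinetically, 6 reads every 60 seconds.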
# * = called active by the depositor; i = inactive; ? = inconclusive; · = not tested or not shown; [ ] = another dose, or the depositor's remark. Unless noted, calls come from the whole dose curve; as a rule, active = well fitted curve in the direction sought with a large enough effect; inconclusive = small, poorly fitted or top-dose-only effect, or another doubt; inactive = no such curve, though single readings can be large; an effect the other way counts as inactive or inconclusive.
no.	structure	Tb PGK inh	TrxR1 substrate	GLS inhibitor	HP1b chromo inh	IDH1 R132H inh	Pin1 inh	PI4K2A inh	rTrxR1 inhibitor	USP1 inh
1	N#Cc1ccccc1OCC(=O)NNC(=O)c1ccncc1	-1%	1%	18%	36%	1%	-3%	4	25%	-20%
2	OCCOCCn1c(C2CCCN2c2nc(-c3ccc(F)cc3)cs2)nc2cc(C(F)(F)F)ccc21 (centres undefined)	-1%	0%	-2%	11%	-2%	19%	0	35%	-24%
3	CCOC(=O)c1c(SCC(=O)Nc2cccc(C)c2C)nc(=O)[nH]c1C	-8%	3%[57.1 µM]	1%	59%[activator]	3%	-2%	3	2%[57.1 µM]	-7%
4	Cc1nnc(NC(=O)CSc2nnc(Cc3cccn3C)n2CCc2ccccc2)s1	-2%	-9%[57.1 µM]	-2%	26%	5%	0%	-2	-11%	-13%
5	CCCNC(=O)c1ccccc1NC(=O)c1cccc(-n2cnnn2)c1	-5%	22%	8%	24%	23%	7%	2	36%[activator]	-4%
6	CCc1ccc(NC(=O)N(Cc2ccc(C)cc2)Cc2cccn2-c2nnc(N3CCCC3=O)s2)cc1	-8%	0%	0%	3%	9%	?	3	17%	-27%
7	O=C1Nc2ccccc2OC1CC(=O)N1CCN(c2cccc(C(F)(F)F)c2)CC1 (centres undefined)	-4%	-2%	-1%	29%	0%	8%	0	11%	-10%
8	CSc1ncc(Cl)c(C(=O)Nc2cccnc2)n1	9%	-4%	3%	31%	3%	3%	-1	-7%	-17%
9	CS(=O)CCC(NS(=O)(=O)c1ccccc1)C(=O)O (centres undefined)	-9%	4%	-10%	43%[activator]	-2%	-2%	-1	11%	-19%
10	Brc1cccc(C=Nc2cccc3ncccc23)c1	-3%	0%	-1%	33%	-7%	-1%	1	12%	-17%
11	Cc1ccc(C2c3[nH]c4ccccc4c3C[C@H]3C(=O)N(c4ccccc4C(=O)N4CCC[C@H]4C(=O)O)C(=O)N23)cc1 (some centres undefined)	i	-1%	33%[activator]	3%	0%	-5%	1	11%	-1%
12	Cc1ccc(N(C)S(=O)(=O)c2cccc(C(=O)NCC(c3ccco3)N3CCCC3)c2)cc1 (centres undefined)	-5%	4%	-1%	13%	3%	-3%	-3	30%	-12%
13	O=C(Nc1ccccc1[N+](=O)[O-])c1cc(S(=O)(=O)Nc2ccccn2)ccc1Cl	-5%	4%[57.1 µM]	-5%	62%[activator]	-5%	-6%	-1	8%[57.1 µM]	-19%
14	CC(C)Oc1cccc(C2NC(=O)c3ccccc3O2)c1 (centres undefined)	i	5%	-6%	-14%	5%	3%	-2	13%	-18%
15	C[C@@H]1NC(=O)N(c2ccc(F)cc2)C1=O	-10%	5%[57.1 µM]	7%	4%	22%	-12%	-1	-16%[57.1 µM]	-19%
16	C/C(=N/NC(=O)c1cc(-c2cccc([N+](=O)[O-])c2)n[nH]1)c1cccc(O)c1	i	8%	7%	22%	2%	8%	-7	43%[activator]	-1%
17	O=C(O)C(CO)(c1ccccc1)c1ccccc1	-9%	4%	2%	30%	13%	8%	-4	-6%	?
18	O=C(NCc1ccco1)c1ccc2c(c1)S(=O)(=O)c1ccccc1C2=O	i	3%[57.1 µM]	-11%	1%	-1%	?	-3	-17%[57.1 µM]	-20%
19	O=C(O)CC(C(=O)Nc1cccc(C(F)(F)F)c1)C1CCCO1 (centres undefined)	6%	5%	-3%	18%	0%	-2%	2	10%	0%
20	O=C(Nc1sc2c(c1C(=O)O)CCC2)c1ccccc1Cl	-3%	5%[57.1 µM]	-3%	7%	12%	1%	-1	9%[57.1 µM]	-8%
21	Cc1cc(=O)[nH]c(SCC(=O)Nc2cccc(C(F)(F)F)c2)n1	-11%	-6%	-6%	50%[activator]	7%	2%	4	-5%	-5%
22	Clc1ccccc1-c1nnc(SCc2nc(-c3ccccc3)no2)n1-c1ccccc1	·	-3%	-5%	28%	·	31%[activator]	6	12%	-37%
23	O=C1C[C@H](NC(=O)OCc2ccccc2)CO1	-9%	4%	-22%	28%	16%	7%	0	17%	-8%
24	CC(C)(Cc1nc2ccccc2[nH]1)C(=O)O	4%	10%[57.1 µM]	2%	17%	-2%	0%	-6	0%[11.4 µM]	-7%
25	CCNC(=S)NNc1nnc(-c2ccccc2)c(-c2ccccc2)n1	0%	0%	3%	21%	0%	0%	7	14%	-4%
26	COc1ccc(CN2CCc3c([nH]c4ccccc34)C2)cc1Br	i	2%	7%	-23%	-1%	-6%	0	22%	-23%
27	Cc1cc(Cl)ccc1NC(=S)NCCN1CCOCC1	i	-10%	3%	27%	2%	-7%	-4	0%	-12%
28	CC1=NN(c2ccccc2)C(=O)C1/C=C1\NC(=S)NC1=O (centres undefined)	-9%	-2%[57.1 µM]	15%	?	-5%	30%[activator]	-12	8%[57.1 µM]	-11%
29	CCOC(=O)c1sc(=S)n(-c2ccccc2)c1N	0%	-6%	14%	?	-3%	-9%	-14	2%	-14%
30	O=C(NCc1ccc(Cl)cc1)c1ccc2c(=O)n(CC3CCCO3)c(=S)[nH]c2c1 (centres undefined)	0%	7%[57.1 µM]	-3%	37%[activator]	6%	-2%	-3	14%[57.1 µM]	-17%
31	CCNC(=O)COC(=O)c1cc(-c2ccco2)nc2ccccc12	-23%	29%	?	?	2%	?	-9	11µM*	-4%
32	O=C(Cn1cnc([N+](=O)[O-])n1)NC1CC1	i	0%	-11%	28%	1%	-1%	8	26%	-15%
33	Cc1cc(=O)oc2c(C)c(OCC(=O)N3CCN(c4cccc(Cl)c4)CC3)ccc12	i	7%	3%	9%[57 µM]	3%	-1%	-1	15%	-23%
34	Cc1cccc(NC(=O)/C(C#N)=C/c2cn(CC(=O)NCc3ccco3)c3ccccc23)c1	-10%	6%	-1%	39%	0%	93%[activator]	-4	-13%	-10%
35	O=C(Cc1ccc(-c2ccccc2)cc1)NNC(=S)NCc1ccco1	5%	6%[57.1 µM]	1%	32%	1%	20%	-2	5%[57.1 µM]	-16%
36	O=C(CSc1nc(C(F)(F)F)cc(=O)[nH]1)N1CCC(Cc2ccccc2)CC1	-5%	6%[57.1 µM]	?	13%	-6%	1%	0	15%[57.1 µM]	-22%
37	Cc1csc(NC(=O)Cc2coc3cc(C)c(C(C)C)cc23)n1	-4%	-6%	-2%	15%	6%	41%[activator]	-7	10%	?
38	CCCCn1c(N)c(N(CCOC)C(=O)C(C)Oc2ccc(Cl)cc2)c(=O)[nH]c1=O (centres undefined)	-4%	-7%	-35%	24%	9%	7%	6	-12%	-13%
39	Cc1noc(C)c1S(=O)(=O)N(C)C[C@H]1Oc2c(NS(=O)(=O)c3cn(C)cn3)cccc2C(=O)N([C@H](C)CO)C[C@@H]1C	5%	-2%	4%	27%	-7%	1%	1	-4%	-3%
40	COc1ccc(S(=O)(=O)N2CCN(c3cccc(C)c3C)CC2)cc1	i	0%[57.1 µM]	-2%	15%	3%	-6%	-1	-6%[57.1 µM]	-8%
41	Cc1c(CCCl)c(Cl)n2c(nc3ccccc32)c1C#N	i	12%	10%	41%[activator]	1%	2%	-12	2.2µM*	-26%
42	Cc1ccccc1N(CC(=O)NCc1ccncc1)S(C)(=O)=O	-10%[11.5 µM]	2%	-2%	13%	0%	0%	-1	7%	-5%
43	CCCCNC1(C#N)CCN(Cc2ccccc2)CC1	-8%	11%[57.1 µM]	-1%	12%	7%	-11%	-19	-17%[57.1 µM]	-7%
44	O=c1/c(=C/c2ccccn2)sc2nc3ccccc3n12	-10%	-7%	0%	26%	0%	·	-3	2%	-11%
45	CC(C)(C)NC(=O)C(c1ccncc1)N(C(=O)C1CSC(=O)C1)c1ccccc1 (centres undefined)	1%	4%	-2%	52%[activator]	-4%	-1%	1	12%	-14%
46	CS(=O)(=O)N(CC(=O)Nc1ccccc1C(=O)NCCc1ccccc1)c1ccc2c(c1)OCCO2	-10%	15%[57.1 µM]	-1%	7%	6%	0%	4	39%[activator][57.1 µM]	-15%
47	COc1ccc(C(=O)COC(=O)C2CCN(S(=O)(=O)c3cccc4cccnc34)CC2)cc1	-2%	1%	0%	49%[activator]	4%	39%[activator]	-3	10%	-10%
48	CCc1nnc(NC(=O)CCC(=O)NC2CCCCCCC2)s1	-3%	-2%	-5%	0%[57 µM]	-7%	10%	-5	19%	-14%
49	Cn1c2c(c(=O)n(C)c1=O)C(CC(=O)Nc1ccccc1)C(=O)N2 (centres undefined)	i	-7%	12%	14%	3%	0%	4	-8%	9%
50	Cc1cc(C)c(NC(=O)C(C)(C)C)c(Cl)c1	i	-5%	-6%	27%	8%	2%	10	0%	-14%
51	C=C1CCC[C@]2(C)C[C@H]3OC(=O)C(CNCCN(C)C)[C@H]3CC12 (some centres undefined)	-9%	1%	9%	28%	-4%	-4%	10	12%	-11%
52	COc1ccc(NC(=O)Nc2ccc(C)cc2OC(F)F)cc1OC	-2%	-5%	14%	21%	-1%	-8%	5	-3%	-21%

# The list is partial; the hit share may differ from the screen's.
